IL1B NFkB inh: inhibitors of IL-1B driven NFkB p65 nuclear import, primary screen, imaging, HUVEC, IL-1B stimulus, high-content imaging; inhibition, % at 2 µM; HUVEC IL-1B NFkB p65 nuclear translocation imaging; hit rate 0.43% among 94,000; AID 796, 2007;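 active = inhibition above about 30% together with a positive call from visual inspection of the well image, limit read from the data; inconclusive = inhibition above a set limit but visual check negative; inactive = inhibition not above a set limit, visual check negative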;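 note: nuclear over cytoplasmic p65 intensity ratio measured by imaging; 0% = IL-1B stimulated DMSO wells and 100% = unstimulated DMSO wells; values of inactives mirror those of a sister screen read the other way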
PLAP inhibitors HTS: PLAP enzyme inhibitors, biochemical, luminescence, HTS (AID 690); one-dose inhibition, % at 20 µM; IC50 in µM for titrated hits; purified PLAP, luminescent substrate; higher % means a stronger effect; hit rate 0.08% among 96,000; in the data active = a potency from the dose series; inactive = the rest, 99 in 100 with inhibition below about 30%; note: strong numbers were not always called active
MRP reversal: reversal of MRP1-mediated doxorubicin resistance, primary screen, H69AR cells, doxorubicin co-treatment | AID 602, 2007 | differential viability (reversal), % at 10 µM | H69AR cells + 2 uM doxorubicin, CellTiter-Glo, 72 h | hit rate 0.04% among 85,000;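 active = viability drop by adding the cancer drug above about 55%, with treated viability meeting a 40% cutoff, limit read from the data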;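 note: viability without doxorubicin minus viability with 2 µM doxorubicin for each compound; larger differential means the compound sensitizes cells more to doxorubicin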
IL1B NFkB pot: enhancers of NFkB p65 translocation in HUVEC – imaging, IL-1B stimulus, high-content imaging, primary screen | HUVEC IL-1B NFkB p65 nuclear translocation imaging | activation, % at 2 µM | hit rate 0.3% among 94,000;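 active = activation above 40%, about the mean plus 3 SD, also judged a hit on visual image review; inconclusive = activation above 40% but not a hit on visual review; inactive = activation not above 40% and no visual hit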;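 note: percent activation is computed from the nuclear over cytoplasmic p65 intensity ratio; values of inactives mirror those of a sister screen read the other way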
Bcl-B TR3 displacers: displacers of TR3 peptide from Bcl-B, primary screen, selectivity assay for Bfl-1 inhibitor project, biochemical, fluorescence polarization | FP displacement of FITC-TR3 peptide from Bcl-B; higher % means a stronger effect | hit rate 0.11% among 96,000 | AID 748, 2007 | displacement, % at 20 µM, or IC50 in µM where a hit was titrated | Bcl-2-like protein 10 (Homo sapiens);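 active = displacement above 50% at 20 µM plus a fluorescence interference ratio under 1.5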;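 note: plate controls were wells without compound for no effect and wells lacking Bcl-B protein for full effect; a part of the inactive calls stands beside numbers as strong as those of hits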
MRP reversal cytotoxicity: further read-out of MRP reversal, marked with its call; viability, %; H69AR cells, CellTiter-Glo, 72 h; measured here: cytotoxicity without doxorubicin
MRP reversal with doxorubicin: second read-out of MRP reversal, no call of its own (marks repeat the call); viability, %; measured here: viability with 2 uM doxorubicin; hits give low values
IL1B NFkB inh cell count 2 µM: second read-out of IL1B NFkB inh, no call of its own (marks repeat the call); cell count; measured here: cells passing quality filter;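 raw number of nuclei counted in each imaged well without normalization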
IL1B NFkB pot cell count 2 µM: also measured in IL1B NFkB pot; calls as there; cell count; measured here: cells passing quality filter
An asterisk follows results filed as active; ? = inconclusive; / = no result given. This is a subset (hit frequency here may not be typical).

SMILES | IL1B NFkB inh | IL1B NFkB inh cell count 2 µM | PLAP inhibitors HTS | MRP reversal | MRP reversal cytotoxicity | MRP reversal with doxorubicin | IL1B NFkB pot | IL1B NFkB pot cell count 2 µM | Bcl-B TR3 displacers
CCOC(=O)C1C(c2ccccc2Cl)NC(=O)N(C)C1(O)C(F)(F)F (configuration not stated) | 2 | 80 | 6% | -6 | 87 | 94 | -2 | 80 | 6%
COc1ccc(Oc2ccccc2/C=N/O)cc1 | -8 | 189 | 12% | / | / | / | 8 | 189 | -9%
COc1ccc(C(=O)CSc2nnc(-c3ccccn3)n2Cc2ccco2)cc1 | -4 | 100 | -26% | 2 | 76 | 74 | 4 | 100 | -7%
Nc1ccc(C(=O)Nc2ccco2)cc1 | -6 | 136 | / | 4 | 80 | 76 | 6 | 136 | /
CCCn1c(CNC(=O)Cc2ccccc2)nc2ccccc21 | / | / | 10% | 17 | 104 | 87 | / | / | 1%
CCCC(=O)Nc1ccc(C(=O)NNC(=O)COc2ccc(Br)c(C)c2)cc1 | -8 | 163 | 11% | / | / | / | 8 | 163 | -4%
O=C(Nc1ccc2oc(-c3ccc4ccccc4c3)nc2c1)c1ccc2c(c1)OCCO2 | -14 | 130 | 13% | / | / | / | 14 | 130 | -50%
CC1=C(C(=O)Nc2ccccc2)C(c2ccco2)NC(=O)N1 (configuration not stated) | -2 | 122 | / | 1 | 102 | 100 | 2 | 122 | /
COC(=O)c1cccc(Nc2cc(C)nc(-c3ccccc3O)n2)c1 | -6 | 115 | -3% | / | / | / | 6 | 115 | -2%
Cc1ccc(-c2cc(C(F)(F)F)n3nc(C(=O)Nc4c(C)n(C)n(-c5ccccc5)c4=O)cc3n2)cc1 | -24 | 150 | 11% | 19 | 102 | 82 | 24 | 150 | -13%
Cc1ccc(CNC(=O)C2C3C=CC(C3)C2C(=O)O)cc1 (configuration not stated) | -27 | 145 | 8% | 11 | 100 | 89 | 27 | 145 | -4%
COc1ccc(-c2c3c(=O)n(C)c(=O)n(C)c3cn2-c2cccc(OC)c2)cc1 | 1 | 147 | -32% | -11 | 71 | 82 | -1 | 147 | -7%

Full records as entered above. Order of values: IL1B NFkB inh, IL1B NFkB inh cell count 2 µM, PLAP inhibitors HTS, MRP reversal, MRP reversal cytotoxicity, MRP reversal with doxorubicin, IL1B NFkB pot, IL1B NFkB pot cell count 2 µM, Bcl-B TR3 displacers
Cc1ccc(-c2cc(C(F)(F)F)n3nc(C(=O)Nc4c(C)n(C)n(-c5ccccc5)c4=O)cc3n2)cc1 is listed with -24, 150, 11%, 19, 102, 82, 24, 150, -13%
COc1ccc(C(=O)CSc2nnc(-c3ccccn3)n2Cc2ccco2)cc1 is listed with -4, 100, -26%, 2, 76, 74, 4, 100, -7%
Cc1ccc(CNC(=O)C2C3C=CC(C3)C2C(=O)O)cc1 (configuration not stated) is listed with -27, 145, 8%, 11, 100, 89, 27, 145, -4%
CCCn1c(CNC(=O)Cc2ccccc2)nc2ccccc21 is listed with /, /, 10%, 17, 104, 87, /, /, 1%

(next part)
SMILES | IL1B NFkB inh | IL1B NFkB inh cell count 2 µM | PLAP inhibitors HTS | MRP reversal | MRP reversal cytotoxicity | MRP reversal with doxorubicin | IL1B NFkB pot | IL1B NFkB pot cell count 2 µM | Bcl-B TR3 displacers
Cc1nn(CC#N)c(=O)n1-c1ccccc1F | 0 | 194 | 21% | 4 | 102 | 98 | 0 | 194 | 4%
COc1c(F)c(F)c(C(=O)Nc2cccc(Cl)c2N2CCOCC2)c(F)c1F | -16 | 153 | -1% | 13 | 92 | 79 | 16 | 153 | 1%
CN1CCN(C(=O)c2cnn(-c3ccccc3)c2NC(=O)c2cccs2)CC1 | / | / | -12% | 3 | 99 | 96 | / | / | 5%
Cc1nnc2ccc(N3CCOCC3)nn12 | -1 | 168 | 8% | -2 | 91 | 93 | 1 | 168 | -16%
Cc1cc(C)c(S(=O)(=O)ON2C(=O)c3ccccc3C2=O)cc1C | -1 | 177 | 5% | / | / | / | 1 | 177 | 7%
Nc1ccc2nc(SCc3ccc([N+](=O)[O-])cc3)sc2c1 | 11 | 183 | 36% | / | / | / | -11 | 183 | 0%
NS(=O)(=O)c1ccc(CNC(=O)CC23CC4CC(CC(C4)C2)C3)cc1 | 32* | 139* | 10% | / | / | / | -32 | 139 | -8%
CS(=O)(=O)Nc1ccc(C(=O)NCc2ccco2)cc1 | -8 | 102 | -6% | -24 | 43 | 67 | 8 | 102 | 7%
O=C(CCSCCc1ccccn1)Nc1nccs1 | 5 | 156 | 9% | 0 | 94 | 95 | -5 | 156 | 1%
O=C(OCc1ccc([N+](=O)[O-])cc1)C1CC(=O)N(c2ccccc2)C1 (configuration not stated) | -5 | 114 | 0% | -15 | 95 | 110 | 5 | 114 | 4%
O=C(CCCOc1ccccc1)N1CCN(c2ccccn2)CC1 | -10 | 141 | -39% | -6 | 80 | 86 | 10 | 141 | -14%
Cc1cc(N2CCCC2=O)cc(C)c1CN1C(=O)c2ccccc2C1=O | -33 | 122 | / | / | / | / | 33 | 122 | /
CCOC(=O)/C(=C\c1ccc([N+](=O)[O-])cc1)C(=O)c1cc(C(C)=O)c(Nc2ccccc2)s1 | 4 | 184 | -9% | / | / | / | -4 | 184 | -4%
C=CCN1C(=O)CSc2ccc(C(=O)NCCC3=CCCCC3)cc21 | -11 | 166 | 46% | -19 | 65 | 84 | 11 | 166 | 2%
CC(=O)c1nn(-c2cccc(Br)c2)cc1C(=O)c1ccc(Br)cc1 | -8 | 191 | -26% | / | / | / | 8 | 191 | -8%
CCOC(=O)N1CCN(C(=O)c2cc(OC)cc(OC)c2)CC1 | -3 | 133 | -6% | 2 | 93 | 91 | 3 | 133 | -3%
O=C1c2cccc3cccc(c23)C(=O)N1c1nccs1 | -1 | 114 | -10% | 10 | 97 | 88 | 1 | 114 | -2%
c1cn2cc(CN3CCOCC3)nc2s1 | -14 | 152 | 17% | 3 | 108 | 105 | 14 | 152 | -4%
CCS(=O)(=O)c1ccc2oc(SCC(=O)NC(C)C3CC4CCC3C4)nc2c1 (configuration not stated) | 0 | 183 | -31% | -4 | 97 | 101 | 0 | 183 | 3%
O=C1/C(=C\c2cccs2)N=C(c2cccs2)N1Nc1ccccc1 | 0 | 153 | 18% | 8 | 94 | 86 | 0 | 153 | -29%
COC1(OC)C(/C=C/c2ccc(C)cc2)C(C#N)(C#N)C1(OC)OC (configuration not stated) | -3 | 139 | / | -5 | 12 | 18 | 3 | 139 | /
O=C(CSc1nnc(NC2CCCCC2)s1)NC1CCS(=O)(=O)C1 (configuration not stated) | 3 | 120 | -7% | 5 | 95 | 91 | -3 | 120 | -2%
CC1=C(CC(=O)c2ccc(Cl)cc2)C(=O)c2ccccc2C1=O | -14 | 101 | -3% | / | / | / | 14 | 101 | -12%
Cc1cc(C2C(=O)CC(=O)CC2c2ccccc2)on1 (configuration not stated) | -11 | 194 | -19% | 21 | 97 | 76 | 11 | 194 | 0%
Cc1cc(=O)n2c(C)n[nH]c2n1 | 11 | 172 | 1% | / | / | / | -11 | 172 | -3%
CC(=O)Nc1cccc(-c2csc(NCc3ccco3)n2)c1 | -5 | 82 | -33% | 3 | 100 | 97 | 5 | 82 | -4%
CCN(CC)S(=O)(=O)c1ccc(N(C)Cc2ccc(C(F)(F)F)cc2)nc1 | 3 | 125 | -30% | 14 | 100 | 87 | -3 | 125 | -16%
COC(=O)c1c(NC(=O)Cc2cccs2)sc(C(=O)N2CCCCC2)c1C | 3 | 102 | / | -14 | 52 | 67 | -3 | 102 | /
Cc1nnc2n1NC(c1ccc(Cl)cc1)C(C(=O)N(C)C1CCCCC1)S2 (configuration not stated) | -4 | 128 | -118% | -8 | 73 | 81 | 4 | 128 | -4%
FC(F)(F)c1cnc(/C=C/Nc2ccccc2Cl)c(Cl)c1 | 6 | 164 | 22% | / | / | / | -6 | 164 | 1%
CC(=O)OCC(=O)Nc1ccc(Cl)cc1Cl | / | / | 5% | 2 | 90 | 88 | / | / | 9%
Cc1ccccc1NC(=O)CNc1ccccc1N1CCCCC1 | -4 | 122 | / | 22 | 93 | 70 | 4 | 122 | 8%
O=C(NCc1ccc(F)cc1)C(c1cccs1)N(C(=O)c1csnn1)C1CC1 (configuration not stated) | -83 | 177 | 12% | 11 | 98 | 87 | ? | / | 1%
CCOC(=O)CNc1nc(C(C)(C)C)nc2c1nnn2Cc1ccccc1Cl | / | / | 1% | -20 | 84 | 104 | / | / | -5%
CSc1ccccc1C(=O)Nc1ccc2c(c1)OCCO2 | -2 | 184 | 22% | -1 | 91 | 92 | 2 | 184 | -2%
Cn1nc(CC(=O)Nc2ncc(Br)s2)c2ccccc2c1=O | -17 | 101 | / | 19 | 113 | 94 | 17 | 101 | /
CCCCCOC(=O)Cn1c(SCC(=O)Nc2ccccc2)nc2c1c(=O)[nH]c(=O)n2C | -18 | 126 | -2% | -44 | 32 | 75 | 18 | 126 | 0%
O=C(COC(=O)C1CC(=O)N(c2ccc3c(c2)OCCO3)C1)Nc1ccc2c(c1)CCC2 (configuration not stated) | -21 | 115 | -5% | -12 | 90 | 101 | 21 | 115 | -6%
CCOCCCNCC(=O)Nc1ccccc1N1CCOCC1 | 7 | 195 | 3% | / | / | / | -7 | 195 | -9%
CCOC(=O)CSc1nnc(CNC(=O)c2ccco2)n1-c1ccc(F)cc1 | -17 | 97 | -14% | 1 | 90 | 89 | 17 | 97 | 3%
CCCn1c(=O)n(C)c(=O)c2c(SCC(=O)NCc3ccco3)nc(C3CC3)nc21 | -12 | 131 | 5% | -15 | 41 | 55 | 12 | 131 | -193%
COc1cc2c(cc1OC)C1(CCCC1)CNC2C (configuration not stated) | -7 | 96 | / | 4 | 102 | 97 | 7 | 96 | /
CC(C)(C)c1ccc(-c2nnc(NC(=O)c3ccccc3)s2)cc1 | 0 | 137 | 8% | / | / | / | 0 | 137 | -6%
Cc1ccccc1C1CC(c2ccccc2OC(F)F)Nc2ncnn21 (configuration not stated) | / | / | -4% | -2 | 1 | 2 | / | / | -5%
O=C1NC2(NN1c1ccccc1)C1CC3CC(C1)CC2C3 (configuration not stated) | -6 | 81 | 11% | 7 | 103 | 97 | 6 | 81 | 5%
O=C(Nc1ccccc1C(=O)N1CCCC1)c1cccc(S(=O)(=O)N2CCCCCC2)c1 | / | / | -59% | 17 | 103 | 86 | / | / | 5%
CC(C)N1CC(C(=O)Nc2ccc(Br)c(Cl)c2)CC1=O (configuration not stated) | -1 | 162 | 15% | 15 | 95 | 80 | 1 | 162 | -2%
O=C(CSc1nnc(-c2ccncc2)n1-c1ccc(Cl)cc1)N1CCOCC1 | -4 | 156 | 0% | 3 | 82 | 79 | 4 | 156 | -12%
O=C(CSCc1ccccc1)Nc1ccc(S(=O)(=O)N2CCOCC2)cc1 | 2 | 127 | 18% | / | / | / | -3 | 127 | 4%
C=CCOc1cccc(C2C(C(=O)c3ccco3)=C(O)C(=O)N2CCN(CC)CC)c1 (configuration not stated) | -20 | 121 | -50% | / | / | / | 20 | 121 | -11%
O=C(NNC1=NCCC1)c1ccc(Br)cc1 | 8 | 146 | -6% | / | / | / | -8 | 146 | 7%
Cc1c(NC(=O)c2ccc(Br)o2)c(=O)n(-c2ccccc2)n1C | -8 | 157 | 16% | 4 | 96 | 92 | 8 | 157 | -6%
COC(=O)N1CCN(c2ccc(Cl)c(Cl)c2)CC1 | -7 | 135 | -2% | 7 | 92 | 85 | 7 | 135 | 1%
Cc1nc2ccccc2c2oc(C(=O)NCc3ccccn3)cc12 | / | / | 27% | 11 | 99 | 88 | / | / | 0%
C=C(C)CC1N(c2cccc(OC)c2)C(=O)[C@@H]2C(C(=O)O)[C@H]3C=C[C@@]12O3 (some centres not stated) | 11 | 111 | -34% | -12 | 93 | 105 | -11 | 111 | -10%
CN(C)c1ccc(N2CN=C3SCC(=O)N3C2)cc1 | 6 | 151 | 9% | -27 | 53 | 79 | -6 | 151 | 10%

Screens (PubChem BioAssay)
